Pf growth 48h: P. falciparum growth inhibition at 48 hours (one generation); P. falciparum luciferase growth in erythrocytes, 48 h; Potency, µM (doses to about 28.7 µM), without a hit: at the highest dose activity change, negative = inhibition, most hits filed as inhibitors; 310,000 compounds, 5.9% hits; further: potency means the concentration at half of the fitted maximal effect; on the % scale 0 is the no-effect control and ±100 the full control effect
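Here the parasites carry a stable luciferase gene and grow inside erythrocytes in Albumax-based RPMI medium with compound for one erythrocytic cycle. Activity is scored as loss of luminescent signal.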
Sm TGR inh: inhibitors of Schistosoma mansoni thioredoxin glutathione reductase | Q962Y6 | purified TGR, DTNB reduction, TNB absorbance 405 nm | Potency, µM (doses to about 114 µM), inactives show top-dose activity change, negative = inhibition, actives largely listed as inhibitors | 360,000 compounds, 3% hits | AID 485364; further: potency means the concentration at half of the fitted maximal effect; on the % scale 0 is the no-effect control and ±100 the full control effect; nearly all actives have a fitted effect of over 60% in size
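Kinetic colorimetric format: TGR-catalysed, NADPH-driven DTNB reduction monitored via TNB absorbance. Enzyme dispensed at 20 nM; compound exposure 15 min at room temperature before reaction start.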
Shiga inhibitor: inhibitors of Shiga toxin in Vero cells. Vero cells, Shiga toxin protein synthesis inhibition reporter. AID 2315. 290,000 compounds, 9.2% hits. inhibition, % at 38.7 µM; in the data active means inhibition mostly above about 28%, no sharp cut-off; inactive means mostly below about 43%; further: 0% is about no effect
FBPA Giardia inh: Giardia lamblia aldolase inhibition | A8B2U2 | purified Giardia FBPA | Potency, µM (series often up to 59.6 µM), for the others: at the highest dose activity, negative = inhibition, hits mostly inhibitors | 290,000 compounds, 0.71% hits; further: potency means the concentration at half of the fitted maximal effect; on the % scale 0 is the no-effect control and ±100 the full control effect; nearly all actives have a fitted effect of over 55% in size
Target sequence (A8B2U2 whole entry, looked up): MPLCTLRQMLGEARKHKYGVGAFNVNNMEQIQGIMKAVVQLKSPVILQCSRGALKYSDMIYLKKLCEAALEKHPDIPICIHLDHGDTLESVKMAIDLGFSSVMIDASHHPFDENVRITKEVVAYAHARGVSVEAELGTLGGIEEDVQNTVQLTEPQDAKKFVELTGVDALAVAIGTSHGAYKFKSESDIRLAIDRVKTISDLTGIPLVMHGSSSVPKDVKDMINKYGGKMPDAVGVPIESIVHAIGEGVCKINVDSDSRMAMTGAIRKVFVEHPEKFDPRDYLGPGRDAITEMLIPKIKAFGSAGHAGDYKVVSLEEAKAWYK
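Giardia FBPA (40 nM reagent) was preincubated 10 min at RT with compound (up to 57.5 uM final), then substrate plus GAPDH/TPI/NAD/arsenate coupling system with diaphorase/resazurin was added; resorufin fluorescence (525/598 nm) was read after 20 min.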
CHX counter: counter-screen hit for Shiga toxin inhibitors, cycloheximide | max response, % | 300,000 compounds, 12% hits | cell reporter, cycloheximide protein synthesis inhibition counterscreen | AID 2314; in the data active means max response mostly above about 13%, no sharp cut-off; inactive means mostly below about 14%; further: read at 38.3 µM for the half of the compounds with a filed dose; 0% is about no effect
Pf growth 96h: P. falciparum growth inhibition at 96 hour, primary screen for plastid delayed-death inhibitors; P. falciparum luciferase reporter growth, 96 h; Potency, µM (top dose mostly 28.7 µM), for the others: at the highest dose activity change, negative = inhibition, most hits filed as inhibitors; 320,000 compounds, 6.9% hits; AID 504834; further: potency means the concentration at half of the fitted maximal effect; on the % scale 0 is the no-effect control and ±100 the full control effect
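Two-generation exposure (96 h) targets delayed-death phenotype. Reporter parasites carrying integrated firefly luciferase, in red cells at 2% hematocrit and 0.05% parasitemia final, kept at 37 C, 5% CO2; luminescence loss indicates inhibition.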
* = called active by the depositor; u = inconclusive; x = no result given; & = joins results of further samples; [ ] = remark or other dose. Unless noted, the call rests on the fitted dose curve; in most records, active means well fitted curve in the direction sought with a large enough effect; inconclusive means small, poorly fitted or top-dose-only effect, or another doubt; inactive means no such curve, though single readings can be large; an effect the other way counts as inactive or inconclusive.

Every second line gives: Pf growth 48h | Sm TGR inh | Shiga inhibitor | FBPA Giardia inh | CHX counter | Pf growth 96h
- CN1CCN(C(=O)c2cc3c(ccc4ccccc43)oc2=O)CC1
 : 34%[activator] | 9% | -3 | u | -6 | -11%
- CSCC[C@H](NC(=O)N1C[C@H]2C[C@@H](C1)c1cccc(=O)n1C2)C(=O)Nc1ccc(NC(C)=O)cc1
 : 28% | 5% | -2 | -2% | -2 | -26%
- CCc1ccccc1NC(=O)CC(c1ccc(OC)cc1)n1cccc1 (stereo not drawn)
 : u | 2% | -3 | 1% | -4 | u
- CCOc1ccc(N=Nc2c(N)[nH][nH]c2=O)cc1
 : 248%[activator] | 5% | 68* | -9% | 78* | 105%[activator]
- CN(C)CCC(=O)N1c2ccccc2Sc2ccc(C(F)(F)F)cc21
 : 29% | u | -10 | -5% | -3 | 0%
- O=C(CSc1nnnn1-c1ccc(F)cc1)NCc1cccs1
 : 26% | x | 34 | 5% | 12 | u
- CN(C(=O)c1ccccc1)C1c2c(ccc3ccccc23)OCC1CO (stereo not drawn)
 : u | -12% | -4 | -18% | 6 | 24%
- CCC/C(O)=C1\C(=O)CCCC1=NCCc1ccc(OCC)c(OCC)c1
 : u | 5% | -6 | 0% | 1 | 162%[activator]
- COc1ccc(Nc2nc(N)nc(CSc3nnc(N)s3)n2)cc1
 : x | 2% | 34 | 5% | 26* | 167%[activator]
- CC(C)(C)C(=O)Oc1cccc(Nc2ncnc3ccccc23)c1
 : 0% | -27% | 10 | 6% | 9.6* | u
- COc1ccc(CNC(=O)COC(=O)CO/N=C(\C)c2ccc3c(c2)OCO3)cc1
 : -3% | 0% | x | x | x | 54%[activator]
- COc1ccc(C(=O)N/C(=C\c2cccc3ccccc23)C(=O)NCCc2c[nH]c3ccccc23)cc1OC
 : 2.9µM* | -9% | 20 | 0% | 10 | 5.9µM*
- Cc1ccc(S(=O)(=O)NCC(=O)OC(C(=O)c2ccccc2)c2ccccc2)cc1 (stereo not drawn)
 : u | 18% | 7 | -2% | -2 | u
- CN(C)/C=N/C(=S)Nc1ccccc1
 : 28% | x | 88 | -3% | 19* | 30%[activator]
- Cc1cc(C(=O)CSc2nc(N)cc(N)n2)c(C)n1-c1cccc(F)c1
 : 11% | -1% | 60 | -6% | 9 | 20%
- CCOC(=O)C1CCN(C(=O)Nc2ccc3c(c2)nc(C)n3C)CC1
 : 348%[activator] | 2% | 53* | -5% | 49* | u
- CC1Sc2ccc(S(=O)(=O)CCC(=O)N(C)Cc3ccccc3)cc2NC1=O (stereo not drawn)
 : -1% | -23% | -3 | 2% | -1 | 65%[activator]
- CN(C)CCCN(C(=O)c1ccc([N+](=O)[O-])s1)c1nc2cc3c(cc2s1)OCCO3
 : 22% | -24% | 20 | -17% | 12* | 13%
- Cc1ccc(C)c(S(=O)(=O)Nc2ccc3scnc3c2)c1
 : -27% | -5% | -16 | u | 8 | -14%
- O=C(O)/C=C/C(=O)N1CCN(S(=O)(=O)c2cccc(C(F)(F)F)c2)CC1
 : 8% | 10% | -8 | 1% | -3 | -38%[1.15 µM]
- COc1ccc(C(=O)NC(=S)Nc2ccccc2N2CCN(S(C)(=O)=O)CC2)cc1OC
 : u | -29% | -2 | -3% | 0 | u
- CCCCCC/C(C=O)=C\c1ccccc1
 : 39%[activator] | 2% | x | x | x | 42%[activator]
- COc1cccc(CN2CC(C(=O)NCc3ccc(Cl)s3)CCC2=O)c1 (stereo not drawn)
 : u | 6% | 5 | 8% | 1 | 88%[activator]
- O=C(O)C1C2C=CC(C2)C1C(=O)OCC1CCCO1 (stereo not drawn)
 : -10% | -2% | -6 | 11% | 1 | u
- C=CCNC(=S)N1CCC(C(=O)c2ccc(OC)cc2)CC1
 : 7% | 5% | -12 | -5% | -1 | -10%
- Cc1ccc(-n2nc3c(c2NC(=O)c2ccco2)CS(=O)(=O)C3)cc1C
 : 3% | -25% | -9 | x | -2 | -2%
- CCSc1nc2sc3c(c2c(=O)[nH]1)CC(C)(CC)OC3 (stereo not drawn)
 : u | -24% | -6 | -7% | 8 | 21%
- Cc1ccc(OCc2ccc(C(=O)NN)o2)c([N+](=O)[O-])c1
 : -15% | 8% | 36 | -1% | 37* | u
- O=C1Nc2ccc(S(=O)(=O)N3CCCC3)c3ccc(S(=O)(=O)N4CCCC4)c1c23
 : 3% | -33% | -16 | -5% | -2 | 36%[activator]
- CC1(CN2CCC(n3c(=O)[nH]c4ccccc43)CC2)OCc2ccccc2-n2cccc21 (stereo not drawn)
 : 15µM* | x | -12 | -6% | 4 | 13µM*

Every second line gives: Pf growth 48h | Sm TGR inh | Shiga inhibitor | FBPA Giardia inh | CHX counter | Pf growth 96h
- CCOC(=O)CSc1nc(-c2ccc3c(c2)OCO3)ccc1C#N
 : 27% | 9% | 78* | 3% | 52* | 1%
- NC(=O)[C@@H]1CCCNc2c(F)cc([N+](=O)[O-])cc2C(=O)N[C@@H](CCC(=O)O)C(=O)N[C@@H](CO)C(=O)N1
 : 16% | -7% | 11 | 10% | -3 | -9%
- CC1=C(C(=O)OCCC(C)C)C(c2ccc3c(c2)OCO3)NC(=O)N1 (stereo not drawn)
 : -14% | 2% | -4 | 4% | -5 | u
- N#CCC(=O)N/N=C/c1c(-c2ccccc2)n(-c2ccccc2)c2ccccc12
 : 9.3µM* | -3% | -5 | 3% | -2 | u
- C/C(=N\OC(=O)c1ccc(Cl)cc1)c1nccs1
 : 13% | 12% | 25 | 2% | -3 | 2%
- CN(c1ccccc1)c1nc(N)c([N+](=O)[O-])c(NCc2ccco2)n1
 : u | -5% | 6 | 0% | 2 | u
- COCCCN(C(=O)Nc1ccccc1)C(C)c1ccncc1 (stereo not drawn)
 : x | -7% | -5 | 6% | -6 | 15%
- CCOC(=O)C1CCCN(C2CC(=O)N(c3ccc(N4C(=O)CC(N5CCCC(C(=O)OCC)C5)C4=O)cc3)C2=O)C1 (stereo not drawn)
 : 38%[activator] | 20µM* | -12 | 0% | -4 | -30%[5.75 µM]
- CCOC(=O)Nc1cccc(Cl)c1C
 : 2% | 4% | 7 | -7% | -4 | -2%
- Cc1ccc(NC(=O)C2CCCN2S(=O)(=O)c2ccc3c(c2)n(C)c(=O)c(=O)n3C)cc1C (stereo not drawn)
 : 6% | -5%&0% | -16 | 1% | -2 | -11%
- O=C(NCCC(c1ccccc1)c1ccco1)c1cccs1 (stereo not drawn)
 : u | u | 118* | -16% | 38* | u
- COc1ccccc1OCCNC(=O)CCNC(=O)c1ccccc1Cl
 : 2% | 5% | 5 | 7% | 5 | -22%
- O=C(Nc1ccccc1Cl)c1ccc(S(=O)(=O)N2CCOCC2)cc1
 : u | -9% | -4 | 1% | -1 | u
- Cn1c(=Nc2ccccc2)sc2ccccc21
 : 0% | 3% | 82 | 1% | 36* | x
- O=C1NC(=O)/C(=C\c2ccc(N3CCOCC3)o2)N1
 : 7.4µM* | 8.9µM* | 27 | u | 3 | u
- COc1ccc(CC(=O)Nc2nnc(C)s2)cc1
 : 7% | -29% | -25 | 1% | -3 | x
- CC1CCCN(Cc2c(C(=O)N3CCc4ccccc4C3)nc3ccc(Cl)cn23)C1 (stereo not drawn)
 : u | -19% | -8 | x | 8 | -1%
- Cc1c(C=O)c(=O)n(-c2ccccc2)n1-c1ccccc1
 : 9% | 1% | -21 | 1% | 2 | -4%
- CCOc1ccc(NS(=O)(=O)c2ccc3[nH]cc(C(=O)NCC4CCCO4)c(=O)c3c2)cc1 (stereo not drawn)
 : 111%[activator] | -2%&-2% | 10 | 3% | 38 | 0.029µM*
- Cc1ccc(C(=O)N2CCN(c3ccc(NC(=O)CSc4ccc(Cl)cc4)cc3)CC2)cc1
 : u | -6% | -19 | -3% | -6 | -8%
- Cc1cc(C)nc(NC(=O)Cc2ccc(Cl)cc2)c1
 : 15% | u | x | -2% | -3 | -4%
- CCn1cc(CN2CCC(n3nccc3NC(=O)CCCc3ccccc3)CC2)cn1
 : u | 0% | -5 | x | 1 | 4%
- O=C(NNC(=S)NC(=O)c1cccnc1)c1ccc(F)cc1
 : -1% | -17% | 39* | u | 28* | -64%
- COc1cccc(-c2nc(CS(=O)(=O)CC(=O)Nc3cc(OC)ccc3OC)c(C)o2)c1
 : -21% | 50µM* | -10 | -15% | -3 | 12%
- CC[C@H](C)[C@@H](CN[C@H](C)CNC)NCCC(c1ccccc1)c1ccccc1
 : u | -30% | -3 | 25% | -2 | u
- CCN(CC(=O)Nc1ccc(NC(C)=O)cc1)C(=O)CSC(c1ccccc1)c1ccccc1
 : u | -13% | x | x | x | -21%
- CCOC(=O)c1[nH]c(C)c(C(=O)NCc2ccccn2)c1C
 : 0% | 6% | -2 | 9% | -2 | u
- CC(=O)Nc1ccc(NC(=O)C(C)Oc2ccccc2F)cc1 (stereo not drawn)
 : -23% | 3% | 18 | -1% | 10 | 19%
- CCOc1ccc(C(=O)NC(=S)NC2CCCC2)cc1[N+](=O)[O-]
 : u | u | 16 | -10% | -2 | u
- CCN1CCN(C(c2ccccc2)c2nnnn2CCc2ccc(OC)c(OC)c2)CC1 (stereo not drawn)
 : -14% | 0% | -2 | -3% | -2 | u

Reformatted as a markdown table: 16 of the compounds above
| Compound | Pf growth 48h | Sm TGR inh | Shiga inhibitor | FBPA Giardia inh | CHX counter | Pf growth 96h |
| --- | --- | --- | --- | --- | --- | --- |
| O=C1NC(=O)/C(=C\c2ccc(N3CCOCC3)o2)N1 | 7.4µM* | 8.9µM* | 27 | u | 3 | u |
| COc1ccc(CC(=O)Nc2nnc(C)s2)cc1 | 7% | -29% | -25 | 1% | -3 | x |
| CC1CCCN(Cc2c(C(=O)N3CCc4ccccc4C3)nc3ccc(Cl)cn23)C1 (stereo not drawn) | u | -19% | -8 | x | 8 | -1% |
| Cc1c(C=O)c(=O)n(-c2ccccc2)n1-c1ccccc1 | 9% | 1% | -21 | 1% | 2 | -4% |
| CCOc1ccc(NS(=O)(=O)c2ccc3[nH]cc(C(=O)NCC4CCCO4)c(=O)c3c2)cc1 (stereo not drawn) | 111%[activator] | -2%&-2% | 10 | 3% | 38 | 0.029µM* |
| Cc1ccc(C(=O)N2CCN(c3ccc(NC(=O)CSc4ccc(Cl)cc4)cc3)CC2)cc1 | u | -6% | -19 | -3% | -6 | -8% |
| Cc1cc(C)nc(NC(=O)Cc2ccc(Cl)cc2)c1 | 15% | u | x | -2% | -3 | -4% |
| CCn1cc(CN2CCC(n3nccc3NC(=O)CCCc3ccccc3)CC2)cn1 | u | 0% | -5 | x | 1 | 4% |
| O=C(NNC(=S)NC(=O)c1cccnc1)c1ccc(F)cc1 | -1% | -17% | 39* | u | 28* | -64% |
| COc1cccc(-c2nc(CS(=O)(=O)CC(=O)Nc3cc(OC)ccc3OC)c(C)o2)c1 | -21% | 50µM* | -10 | -15% | -3 | 12% |
| CC[C@H](C)[C@@H](CN[C@H](C)CNC)NCCC(c1ccccc1)c1ccccc1 | u | -30% | -3 | 25% | -2 | u |
| CCN(CC(=O)Nc1ccc(NC(C)=O)cc1)C(=O)CSC(c1ccccc1)c1ccccc1 | u | -13% | x | x | x | -21% |
| CCOC(=O)c1[nH]c(C)c(C(=O)NCc2ccccn2)c1C | 0% | 6% | -2 | 9% | -2 | u |
| CC(=O)Nc1ccc(NC(=O)C(C)Oc2ccccc2F)cc1 (stereo not drawn) | -23% | 3% | 18 | -1% | 10 | 19% |
| CCOc1ccc(C(=O)NC(=S)NC2CCCC2)cc1[N+](=O)[O-] | u | u | 16 | -10% | -2 | u |
| CCN1CCN(C(c2ccccc2)c2nnnn2CCc2ccc(OC)c(OC)c2)CC1 (stereo not drawn) | -14% | 0% | -2 | -3% | -2 | u |

Assay outcomes as filed in PubChem BioAssay.
